PLK1 inh – inhibitors of human PLK1 kinase. recombinant PLK1 kinase, TR-FRET peptide phosphorylation. 97,000 compounds, 0.53% hits. inhibition, % at 10 µM. P53350;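 active means inhibition of 50% or more in the single-concentration screen; inactive means inhibition below 50%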;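 further: 0% = DMSO max control and 100% = H-89 dihydrochloride min control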
Target sequence (P53350 whole entry, looked up): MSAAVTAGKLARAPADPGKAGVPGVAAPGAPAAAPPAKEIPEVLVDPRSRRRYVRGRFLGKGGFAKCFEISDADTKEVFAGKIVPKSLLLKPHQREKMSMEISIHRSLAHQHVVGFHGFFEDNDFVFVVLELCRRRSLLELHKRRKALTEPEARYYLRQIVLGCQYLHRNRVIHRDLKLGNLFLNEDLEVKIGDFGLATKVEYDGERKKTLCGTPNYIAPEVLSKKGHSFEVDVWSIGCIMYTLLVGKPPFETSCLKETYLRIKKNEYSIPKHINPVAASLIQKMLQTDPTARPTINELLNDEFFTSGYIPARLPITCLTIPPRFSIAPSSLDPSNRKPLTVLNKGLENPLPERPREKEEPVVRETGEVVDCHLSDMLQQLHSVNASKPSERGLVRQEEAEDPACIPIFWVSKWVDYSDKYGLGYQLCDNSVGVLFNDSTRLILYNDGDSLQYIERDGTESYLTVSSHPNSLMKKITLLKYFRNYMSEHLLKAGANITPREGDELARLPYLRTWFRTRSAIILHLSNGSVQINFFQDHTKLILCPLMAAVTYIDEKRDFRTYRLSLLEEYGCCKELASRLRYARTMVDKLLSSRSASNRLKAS
FAK inh – FAK (human) kinase inhibition; AID 727; 97,000 compounds, 0.84% hits; inhibition, %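 (tested at 7 µM)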; biochemical FAK kinase activity assay; Q05397; in the data active means inhibition above about 19%;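 further: 0% = DMSO and 100% = reference compound high control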
HIV Rev-RRE inh – HIV Rev-RRE protein-RNA interaction inhibition. P05866. Rev peptide-RRE RNA binding, FRET. inhibition, % at 8 µM. 97,000 compounds, 0.79% hits;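 active means inhibition above the screen-wide mean plus 3 SD, cut at about 35% in these data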;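 further: 0% = median DMSO wells and 100% = median Neomycin B control wells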
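System: Cy5-labelled duplex RRE RNA binding fluorescein-labelled HIV Rev peptide; Signal: fluorescein-to-Cy5 FRET, 480 nm excitation; Also added: labelled Rev peptide; Compound: one concentration, 8 µM nominal; Buffer or medium: HEPES pH 7.5 salt buffer with EDTA; Read-out: % inhibition of FRET ratio versus controls; Schedule: 5 min preincubation and 15 min binding, 25 °C.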
S1P2 agonist – activates the human S1P2 receptor; S1P2-expressing cell line, agonist reporter read-out; activation, % at 4.5 µM; 97,000 compounds, 0.46% hits; in the data active means activation above about 16%;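 further: 0% = vehicle low control and 100% = maximal reference agonist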
Target sequence (O95136 whole entry, looked up): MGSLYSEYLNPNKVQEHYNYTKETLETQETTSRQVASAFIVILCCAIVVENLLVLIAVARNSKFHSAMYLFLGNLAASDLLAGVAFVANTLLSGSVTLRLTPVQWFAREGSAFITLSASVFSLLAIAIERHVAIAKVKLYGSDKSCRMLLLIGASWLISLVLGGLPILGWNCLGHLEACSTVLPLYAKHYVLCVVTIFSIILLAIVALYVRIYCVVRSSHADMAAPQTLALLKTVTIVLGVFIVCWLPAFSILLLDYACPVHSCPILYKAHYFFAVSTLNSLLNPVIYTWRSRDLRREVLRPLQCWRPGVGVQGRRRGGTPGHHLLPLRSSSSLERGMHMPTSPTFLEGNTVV
EphB4 antag – blocks human EphB4 binding to ephrin-B2; P54760; EphB4 LBD / TNYL-RAW-Alexa532 peptide, fluorescence polarization; inhibition, % at 7 µM; 97,000 compounds, 0.15% hits; AID 720;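 active means inhibition above the screen-wide mean inhibition plus 3 SD, cut at about 15% in these data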;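 further: 0% = DMSO wells and 100% = excess unlabeled TNYL-RAW peptide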
MT1-MMP txn act – MT1-MMP promoter transcription activation | HT1080 MT1-MMP promoter luciferase reporter, luminescence, overnight; stronger effect = higher value | activation factor at 10 µM | 86,000 compounds, 0.16% hits;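 active means activation factor of at least 2 for MT1-MMP transcription at 10 µM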
PLK1 PBD inh – inhibitors of human Plk1 polo box domain binding | Plk1 PBD phosphopeptide binding, fluorescence polarization | inhibition, %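 (tested at about 20 µM)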 | 97,000 compounds, 0.13% hits | AID 693; in the data active means inhibition above about 34%, passing the limit was not always enough
S1P2 antag – antagonists of human S1P2 receptor; O95136; cell-based S1P2 antagonist assay, inhibition at 5 uM; inhibition, % at 5 µM; 97,000 compounds, 0.21% hits; AID 736; in the data active means inhibition above about 45%;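 further: CRE beta-lactamase reporter cells expressing human S1P2 stimulated with S1P; 0% = agonist at EC80 alone and 100% = agonist plus reference antagonist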
PLAP act – activates human placental alkaline phosphatase; P05187; purified PLAP enzyme, luminescent substrate read-out; stronger effect = higher value; activation fold at 20 µM; 96,000 compounds, 1.2% hits; in the data active means activation fold above about 2
* marks the source's active call; other numbers are inactive results; . = not tested or not shown.

PLK1 inh,FAK inh,HIV Rev-RRE inh,S1P2 agonist,EphB4 antag,MT1-MMP txn act,PLK1 PBD inh,S1P2 antag,PLAP act,Structure
-9,0,0,-5,-5,1,1,-5,.,Cc1ccc(C)c(-n2c(Cc3cc(=O)[nH]c(=O)[nH]3)nnc2SCC(=O)NCc2ccco2)c1
-14,6,8,0,6,1.1,-4,13,1.1,OCCOCCn1c2ccccc2c2ccccc21
-7,-4,0,-4,3,.,13,8,0.9,O=c1cc(N2CCN(c3ccc(F)cc3)CC2)[nH]c(=O)n1Cc1ccc(F)cc1
-5,-8,1,-4,-1,.,14,-15,0.9,N/C(=N\OC(=O)c1cccc(F)c1)c1ccccc1
-4,1,3,-7,6,1.1,-5,2,0.9,COc1ccc(-c2nc3ccccc3c(=O)n2CCN2CCOCC2)cc1
-11,1,4,-3,7,1.4,-8,12,0.8,O=C(CCNS(=O)(=O)c1cccs1)N1CCc2ccccc2C1
-12,-4,7,-2,-10,1,-20,-1,1.4,CCOc1ccc(NC(=O)c2ccc3c(c2)N(Cc2ccc(F)cc2)C(=O)CS3=O)cc1 (stereo unspecified)
-3,-1,18,-2,6,1.1,-10,4,1.2,CCn1c2ccccc2c2cc(C3N=C(N)Nc4nc5ccccc5n43)ccc21 (stereo unspecified)
-6,-10,-3,-4,-4,1.1,18,9,1.3,CCCc1cc(C(=O)NCCc2ccc(OC)c(OC)c2)no1
-9,1,3,5,6,1,-2,-26,1.1,CCn1nnc(-c2ccccc2NC(=O)c2cc(OC)c(OC)c(OC)c2)n1
17,-9,3,-6,-6,1.1,-12,-28,1.2,CCOc1ccc(N(Cc2cc3cc(OC)ccc3[nH]c2=O)C(=O)C2CCCO2)cc1 (stereo unspecified)
-2,-2,-4,-2,-6,1,-17,3,0.9,CCn1cc(SCC(=O)Nc2cc(C)on2)c2ccccc21
-12,0,6,-3,-10,1,6,-36,0.9,CCOc1ccc(-c2nnn(CC(=O)Nc3ccccc3OC)n2)cc1OCC
-21,4,5,0,-6,1.1,-7,-7,0.9,O=S(=O)(c1ccc(Cl)cc1Br)N1CCCCC1
2,0,7,-2,2,1,-24,0,0.9,COc1ccc(NC(=S)N2N=CCC2c2ccccc2)cc1 (stereo unspecified)
1,-2,9,-4,3,1.1,-3,-17,1,Cc1ccc(N(Cc2ccccc2F)S(C)(=O)=O)cc1C
-3,-3,1,-4,-5,1.1,8,-1,1.1,O=C(CCSCCC(=O)N1CCCC1)N1CCCC1
-4,-5,3,-6,7,1.1,0,-9,1,CN(c1ccccc1)C(c1ccc(F)cc1)c1nnnn1C1CCCC1 (stereo unspecified)
-19,10,5,-3,2,1,-8,11,1.6,COC(=O)c1cc2c([nH]c3ccccc32)c(C)n1
-10,0,6,0,-1,1.2,-7,2,0.9,COc1ccc(-c2nnn(CCC(=O)O)n2)cc1
0,-1,1,-4,-4,1.1,-32,1,1.1,Cc1cccc(C2Nc3ccccc3C(=O)N2c2ccccc2)n1 (stereo unspecified)
-8,-2,2,-4,1,.,-9,-4,0.9,COc1ccc(C(=O)n2nc(C)cc2C)cc1OC
-12,-5,10,-1,0,.,-6,-13,1,CCCN(CCC)c1nc(Cl)nc(NCc2ccco2)n1
-9,4,8,-2,3,1,-12,-5,1,Cc1ccc(N2C(=O)CSC2c2c(F)cccc2Cl)cc1 (stereo unspecified)
-4,2,9,-9,0,1.1,-4,-8,1.1,CCCCNC(=O)Cc1coc2ccc3ccccc3c12
-6,1,-3,1,-3,1.2,-7,4,0.9,CCn1c(NC2CCCCC2)nc2ccccc21
4,1,1,-3,4,1.1,8,-19,1.1,CCCCSc1nnc2[nH]c(=O)cc(N)n12
-18,-1,-1,-2,-2,1,-10,6,1,C=CCOC(=O)Nc1snnc1C
-15,2,8,-11,2,1.1,8,20,0.9,COc1ccc(C(=O)NC2(C(F)(F)F)N=C3SCCN3C2=O)cc1 (stereo unspecified)
7,-1,6,-6,-3,1,-8,-5,1.8,CC(C)c1ccc(N(CC(=O)Nc2ccc(S(=O)(=O)N3CCOCC3)cc2)S(C)(=O)=O)cc1
-10,-1,3,-5,-14,1,6,1,0.9,O=C(CCn1nnc(-c2cccs2)n1)NCc1ccccc1Cl
-5,-2,9,-8,-1,1,24,24,0.9,O=C(NCc1ccc(Cl)cc1)c1ccc(COCC(F)(F)F)o1
-12,0,0,-6,4,.,18,-8,1.6,CCCCn1nc2cc(C(=O)N[C@H](C)C3CCCCC3)ccc2c1OCC
-21,-1,6,-1,4,1.1,7,-3,1,COc1ccc(C(=O)N2CCN(C(=O)c3ccco3)CC2)cc1OC
-12,3,7,-10,3,0.3,3,31,1.4,Cc1ccc(S(=O)(=O)Nc2cccc3ncccc23)s1
-2,1,13,-7,3,1.1,2,17,1.1,CCCC(=O)C1=C(c2ccccc2)C(C#N)(C#N)C(C#N)=C1N
-5,4,-2,-3,-9,1.3,-1,4,1.2,O=C(Cn1ncn2c(cc3ccccc32)c1=O)NCc1ccco1
-10,5,2,-3,0,1.2,10,10,1.4,CCN(CC)C(=O)CSc1nnc(-c2ccccn2)n1-c1ccc(C)c(C)c1
-1,2,3,-1,3,1.1,1,5,1.2,CCCCCC/C(=N/O)c1ccccn1
-5,1,3,-2,0,1.1,11,-26,0.9,CC(=O)Nc1ccc(NCC(O)COc2ccccc2)cc1 (stereo unspecified)
-1,0,1,-1,-6,1.1,40,8,1,CCC(C)NC(=O)c1ccccc1NC(=O)CN(c1ccc(OC)cc1)S(C)(=O)=O (stereo unspecified)
0,-4,1,-6,-7,1,-3,16,1.1,Cn1ccnc1SCCC#N
2,-3,1,-4,5,.,-23,1,1.2,CS(=O)(=O)c1ccc2nc(NC(=O)c3cc4ccccc4o3)sc2c1
-15,3,7,-2,-6,.,8,16,2*,O=C(NNC(=S)Nc1ccccc1)c1ccncc1
-7,1,0,-5,0,1.1,6,-4,0.8,COC(=O)c1cc2oc(C)cc2n1CC(=O)Nc1cc(C)cc(C)c1

Quoted at random: 5 records from the list.
PLK1 inh,FAK inh,HIV Rev-RRE inh,S1P2 agonist,EphB4 antag,MT1-MMP txn act,PLK1 PBD inh,S1P2 antag,PLAP act,Structure
-10,5,2,-3,0,1.2,10,10,1.4,CCN(CC)C(=O)CSc1nnc(-c2ccccn2)n1-c1ccc(C)c(C)c1
-7,1,0,-5,0,1.1,6,-4,0.8,COC(=O)c1cc2oc(C)cc2n1CC(=O)Nc1cc(C)cc(C)c1
-5,1,3,-2,0,1.1,11,-26,0.9,CC(=O)Nc1ccc(NCC(O)COc2ccccc2)cc1 (stereo unspecified)
-1,0,1,-1,-6,1.1,40,8,1,CCC(C)NC(=O)c1ccccc1NC(=O)CN(c1ccc(OC)cc1)S(C)(=O)=O (stereo unspecified)
-15,3,7,-2,-6,.,8,16,2*,O=C(NNC(=S)Nc1ccccc1)c1ccncc1

Entries listed above shown as hits in PLAP act:
PLK1 inh,FAK inh,HIV Rev-RRE inh,S1P2 agonist,EphB4 antag,MT1-MMP txn act,PLK1 PBD inh,S1P2 antag,PLAP act,Structure
-15,3,7,-2,-6,.,8,16,2*,O=C(NNC(=S)Nc1ccccc1)c1ccncc1

Results in S1P2 antag, HIV Rev-RRE inh and PLK1 PBD inh (2 entries from above):
compound	S1P2 antag	HIV Rev-RRE inh	PLK1 PBD inh
COc1ccc(C(=O)N2CCN(C(=O)c3ccco3)CC2)cc1OC	-3	6	7
Cc1ccc(S(=O)(=O)Nc2cccc3ncccc23)s1	31	7	3

(further entries)
PLK1 inh,FAK inh,HIV Rev-RRE inh,S1P2 agonist,EphB4 antag,MT1-MMP txn act,PLK1 PBD inh,S1P2 antag,PLAP act,Structure
-15,-3,-7,-2,-6,1,17,-2,1.4,COc1ccc(N(CC(=O)NCCSC(C)(C)C)S(C)(=O)=O)c(OC)c1
-5,-1,7,-9,4,1.1,-12,10,.,Cc1ccc2cc(CN(CCCN3CCOCC3)C(=O)NC3CCCCC3)c(=O)[nH]c2c1C
-7,0,9,-6,8,.,-15,-4,0.9,C/C(=N/Nc1nc(C)cc(-c2ccccc2)n1)c1ccco1
-8,1,18,-7,9,.,-4,4,1,O=C(OCc1ccc(F)cc1)c1ccc2c(c1)-c1ccccc1C2=O
-15,1,8,-5,7,.,5,0,0.8,Cc1cc(N2CCOCC2)ccc1/C=C1\NC(=O)N(CC(=O)Nc2ccccc2C)C1=O
12,-7,6,-7,6,1.1,-18,13,1,CCOc1ccc(CSC(CC(=O)O)C(=O)O)cc1 (stereo unspecified)
-13,0,3,-1,6,.,-21,8,1.9,COCc1cc(C)nc(OCC(=O)N/N=C/c2cc(C)n(-c3c(C)cccc3C)c2C)c1C#N
3,0,5,-8,-1,1.1,-3,6,1.6,CC(C)(C)N1CC(c2nc3ccccc3n2CCOc2ccccc2)CC1=O (stereo unspecified)
-1,-3,-1,-3,-6,1.1,33,2,.,CCOc1ccc(NC(=O)CN2CCN(C3c4ccccc4-c4ccccc43)CC2)cc1
-8,-2,-4,-6,-6,1.2,6,10,1,CCCn1c(SCC(=O)Nc2ccccc2CC)nnc1C(C)C
-6,5,10,-8,-4,.,-26,11,1.2,Cc1cccc(OCC(=O)N/N=C/c2cn[nH]c2-c2ccc(Cl)c(Cl)c2)c1
-19,-2,1,-2,-2,1.1,3,-1,0.8,COc1ccc(NC(=O)C2CCCN2S(=O)(=O)c2ccc(F)cc2)cc1 (stereo unspecified)
-14,-1,10,-5,5,1,6,-7,.,C=CCN(CC=C)S(=O)(=O)c1ccc(NC(=O)COc2ccccc2OC)cc1
-7,1,8,-5,5,1.1,-8,-6,1.3,CCSc1ccc2nnc(-c3cccc(F)c3)n2n1
-12,-1,-13,-4,3,1.1,-8,5,2.2*,Cc1ccc(NC2=NC3(CCCCC3)N=C(N)N2)c(C)c1
-10,9,7,5,3,1.1,5,-6,1.4,Cc1nn(-c2ccccc2)c2sc(C(=O)N(CC(=O)NC(C)(C)C)Cc3ccco3)cc12

Source: PubChem BioAssay (several laboratories)
